# Bioassay records deposited in PubChem by several laboratories.
# rCAG binder – binds r(CAG) RNA repeats | r(CAG) RNA repeat, TO-PRO-1 dye displacement fluorescence | inhibition, % at 3 µM | 370,000 tested, 1.3% active | AID 651821;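 active = inhibition above the plate cutoff, the mean of all test compounds on that plate plus 3 SD, cut at about 35% in these data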;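 also: 0% = DMSO alone and 100% = 100 µM mitoxantrone as full dye displacement; higher means more dye released from RNA so lower well fluorescence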
# PG9 Ab binder – small molecules binding HIV-1 gp120 antibody PG9 | inhibition, % at 6.7 µM | TR-FRET gp120-PG9 antibody binding | 360,000 tested, 0.43% active; in the data active = inhibition above about 8.5%
# GC-B act – GC-B (human) receptor activation | activation, % at 10 µM | 370,000 tested, 0.11% active | HEK293-GC-B cells, CNP EC30, cGMP TR-FRET; 0% at EC30 CNP, 100% saturating CNP | P20594;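 active = activation at 10 µM reaching about 35% in either raw or pattern-adjusted values, limit read from the data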
# HTRA1 inhibitor – blocks human HTRA1 serine peptidase; Q92743; recombinant HTRA1, FP-rhodamine activity-based probe, fluorescence polarization; inhibition, % at 5.96 µM; 340,000 tested, 0.5% active; AID 504803; in the data active = inhibition above about 36%;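 also: 0% = enzyme with DMSO and 100% = wells lacking enzyme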
# Rev-erbA mod – modulates human Rev-erb alpha binding to DNA; P20393; Rev-erbα–FITC-DNA binding, fluorescence polarization, 90 min; activity, % at 10 µM; 370,000 tested, 0.79% active; AID 1259318;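 active = activity above about 14%, limit read from the data; passing the limit was not always enough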;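 also: 0% = DMSO wells with 35 nM protein and 100% = DMSO wells with 750 nM protein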
# NPR1 activator – GC-A (human) enzyme activation; P16066; HEK293 GC-A cells, cGMP TR-FRET, EC30 ANP; 0% at EC30 ANP, 100% saturating ANP; activation, % at 10 µM; 370,000 tested, 0.14% active; AID 1671463; in the data active = activation above about 40%
# Target sequence (P16066 whole entry, looked up): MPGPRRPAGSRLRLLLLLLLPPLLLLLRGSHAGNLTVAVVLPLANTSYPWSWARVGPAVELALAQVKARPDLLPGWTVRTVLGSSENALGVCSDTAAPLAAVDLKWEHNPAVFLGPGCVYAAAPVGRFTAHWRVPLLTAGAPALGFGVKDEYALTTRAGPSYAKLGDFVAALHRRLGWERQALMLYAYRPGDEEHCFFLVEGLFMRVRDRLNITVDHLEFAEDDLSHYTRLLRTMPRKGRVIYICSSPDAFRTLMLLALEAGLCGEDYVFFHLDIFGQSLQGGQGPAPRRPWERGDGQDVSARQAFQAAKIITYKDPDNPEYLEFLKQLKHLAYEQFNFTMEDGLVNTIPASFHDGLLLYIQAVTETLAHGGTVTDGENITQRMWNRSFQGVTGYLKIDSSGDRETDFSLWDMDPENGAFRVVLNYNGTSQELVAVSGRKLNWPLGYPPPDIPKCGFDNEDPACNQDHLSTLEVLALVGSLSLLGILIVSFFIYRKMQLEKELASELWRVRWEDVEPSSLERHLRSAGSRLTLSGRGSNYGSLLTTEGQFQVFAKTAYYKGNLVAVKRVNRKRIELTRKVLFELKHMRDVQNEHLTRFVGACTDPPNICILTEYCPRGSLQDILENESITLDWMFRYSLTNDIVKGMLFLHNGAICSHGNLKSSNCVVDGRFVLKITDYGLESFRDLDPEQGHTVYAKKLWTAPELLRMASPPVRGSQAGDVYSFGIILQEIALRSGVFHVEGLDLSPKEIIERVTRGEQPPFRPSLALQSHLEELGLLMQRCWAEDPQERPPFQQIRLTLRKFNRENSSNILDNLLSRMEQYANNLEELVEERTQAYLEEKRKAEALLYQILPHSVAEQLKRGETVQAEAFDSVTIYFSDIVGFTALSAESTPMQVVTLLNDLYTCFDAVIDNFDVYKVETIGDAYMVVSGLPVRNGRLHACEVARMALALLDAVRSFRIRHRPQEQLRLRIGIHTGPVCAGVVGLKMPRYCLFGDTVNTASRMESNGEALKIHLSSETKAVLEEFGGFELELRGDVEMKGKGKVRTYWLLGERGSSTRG
# ARFGAP1 inh – inhibits rat ARF GTPase activating protein 1; inhibition, % at 16.5 µM; Q62848; AID 651572; 360,000 tested, 0.26% active; Arfgap1-stimulated ARF1 GTP hydrolysis, GDP FP detection;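 active = inhibition above a per-plate limit, mean inhibition of low control wells plus 3 SD, cut at about 25% in these data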;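 also: 0% = DMSO wells with enzyme and 100% = wells lacking Arfgap1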
#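 Material: rat Arfgap1 catalytic domain, aa 1-136; also added: human ARF1(Δ1-17)-GTP substrate; compound dosing: one concentration, 16.5 µM, DMSO 1.26%; incubation: GTP hydrolysis reaction 2 h at 25 °C; measured by: Tracer-displacement fluorescence polarization with EDTA stop, 620/688 nm; evaluation: % inhibition from polarization; repeats: one replicate per compound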
# ABHD4 inh – inhibits mouse alpha/beta hydrolase domain 4 | 370,000 tested, 0.54% active | purified mABHD4, FP-Rh probe fluorescence polarization | AID 720543 | inhibition, % at 8.92 µM | Q8VD66;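 active = inhibition exceeding the mean over every tested compound plus 3 SD, cut at about 30% in these data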;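 also: 0% = plate median of compound wells and 100% = S159A mutant with DMSO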
#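 Assay system: mABHD4 protein; medium: HEPES pH 7.0, NaCl, Pluronic buffer; dosing: 8.92 µM, single dose; schedule: 45 min + 60 min at 25 °C; signal: FP readout, ex 525 nm / em 598 nm; read-out: normalized percent inhibition of probe labeling; repeats: single replicate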
# ASAP1 inh – inhibitors of human ASAP1 ArfGAP activity; Q9ULH1; ASAP1-stimulated ARF1 GTP hydrolysis, GDP FP detection; inhibition, % at 16.5 µM; 360,000 tested, 0.19% active; AID 624377; in the data active = inhibition above about 25%;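 also: 0% = vehicle with enzyme and substrate and 100% = no enzyme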
# SMARCA2 activ – activators of SMARCA2 function | 370,000 tested, 1% active | MG213 cells, MMTV-luciferase reporter, dexamethasone, overnight | activation, % at 9.1 µM; in the data active = activation above about 7.8%;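 also: 0% = vehicle wells and 100% = reference activator wells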
# Starred values were filed as active, the others as inactive; · = no result given.
SMILES,rCAG binder,PG9 Ab binder,GC-B act,HTRA1 inhibitor,Rev-erbA mod,NPR1 activator,ARFGAP1 inh,ABHD4 inh,ASAP1 inh,SMARCA2 activ
CN(C)c1ccc(CNC(=O)C2CCN(S(=O)(=O)c3ccc4c(c3)oc(=O)n4C)CC2)cc1,-3,-0.1,0,5,-3,-4,-2,0,4,-2
Cc1cccn2cc(CCNC(=O)c3cccs3)nc12,-2,-2.5,1,4,-2,-3,0,-5,-10,2
Cc1ccc(CCNC(=O)CS(=O)Cc2nc(-c3ccccc3F)oc2C)cc1 (stereo unspecified),-3,-0.7,1,-7,-6,-4,2,5,2,0
Cc1ccc(S(=O)(=O)N2C[C@@H]3[C@H]4CC[C@H](C4)[C@@H]3[C@@H](C)[C@@H]2c2ccn(Cc3ccccc3)c2)cc1,8,-2.0,4,-32,0,1,19,7,6,-6
CNC(=O)c1c(NC(=O)CCS(=O)(=O)c2ccc(Cl)cc2)sc2c1CCN(C(=O)OC)C2,4,2.9,-2,-4,6,3,9,-1,13,3
CNC(=O)c1cc(C(=O)c2ccc(C(F)(F)F)cc2F)c[nH]1,-2,-1.7,5,-4,-7,-1,4,-1,7,-6
CN(C)c1nc(SCC#N)nc(N2CCOCC2)n1,0,1.3,4,4,0,2,14,0,-1,1
CCCCOc1ccc(C(=O)N/C(=C/C=C/c2ccccc2)C(=O)NC)cc1,2,-1.5,0,-30,1,3,-4,-6,-9,0
CCn1c(SCC(=O)Nc2sc3c(c2C#N)CCC(C(C)(C)C)C3)nnc1-c1ccco1 (stereo unspecified),0,1.8,1,-5,-1,-2,11,4,-6,-1
CCCNC(=O)NC(=O)CSc1nncs1,-6,-2.9,-2,·,1,2,12,0,1,0
CCCCN(C(=O)CCCc1nc2ccccc2s1)c1c(N)n(CCCC)c(=O)[nH]c1=O,-5,-2.9,2,6,-5,-2,2,1,6,0
COc1ccc(C(=O)OCC(=O)Nc2sccc2C(N)=O)cc1[N+](=O)[O-],4,0.7,2,4,-6,2,11,-6,-7,-3
COc1ccc(CNC(=O)C(c2cccs2)N(Cc2ccco2)C(=O)Cc2cccs2)cc1 (stereo unspecified),2,-1.0,-2,-22,-1,-12,1,-1,5,-1
COC(=O)[C@H](CC(C)C)N(CCCc1cn(Cc2ccc(C)cc2)nn1)S(=O)(=O)c1ccccc1Br,2,·,10,·,0,-4,·,-1,·,-2
CNS(=O)(=O)c1ccc2c(c1)[nH]c(=S)n2C,0,-1.1,-3,18,-1,2,5,20,7,-1
Cc1ccc(OCCNS(=O)(=O)c2ccc(Cl)cc2)cc1,-1,0.1,-4,-9,5,3,11,0,0,-1
CC(C)(C)c1ccc(C(=S)N2CCN(c3ccccc3)CC2)cc1,-4,-1.9,2,-8,-5,1,6,9,5,4
Cc1ccc(C(C)NC(=O)c2cccs2)cc1C (stereo unspecified),-2,-1.7,9,1,-4,0,3,-6,-9,0
CCn1c(CN2c3ccccc3Sc3ccccc32)n[nH]c1=S,5,-0.8,-2,4,0,-8,3,-9,0,-4
O=C(CCc1ccccc1)N[C@H]1[C@H](OC(=O)c2ccco2)CCC[C@]12C(=O)N(Cc1ccccc1)c1ccccc12,8,·,-4,·,2,-5,·,1,·,-3
CCOc1ccc(NC(=O)N(C2CCCCC2)C(C)c2ccncc2)cc1 (stereo unspecified),-2,-2.7,1,-1,9,2,2,-2,7,0
NC(=O)[C@@H]1CCCCNc2c(F)cc([N+](=O)[O-])cc2C(=O)N[C@@H](CCCN=C(N)N)C(=O)NCC(=O)N1,12,-0.7,0,3,3,1,3,4,8,1
O=C(CN(c1cccc(C(F)(F)F)c1)S(=O)(=O)c1ccc(Cl)c([N+](=O)[O-])c1)NCc1ccccc1Cl,15,-2.8,-7,-22,8,-27,-4,-12,15,-5
CCOC(=O)C1CCN(CC(=O)c2c(C)n(C)c3ccc(OC)cc23)CC1,-1,0.1,4,0,-1,2,-12,1,19,-1
O=C(CSc1nnc(Cc2ccccc2)n1Cc1ccco1)NC12CC3CC(CC(C3)C1)C2,-5,-1.6,-12,-18,0,-4,-1,1,-10,-2
COCCn1c(C)cc(/C=C2/NC(=O)N(c3cccc(Cl)c3)C2=O)c1C,14,-0.4,-7,1,0,3,-9,8,0,-3
COc1ccc(NC(=O)c2noc(C(C)C)c2[N+](=O)[O-])cc1,1,-1.4,3,1,3,-4,0,-1,-11,3
Cc1ccc(C(=O)N2CC(C)SC2=Nc2cccc(S(=O)(=O)N(C)C)c2)cc1 (stereo unspecified),-4,0.9,3,-7,8,4,9,2,8,1
O=C(Nc1cccc2ccccc12)NC1CCCCC1O (stereo unspecified),1,-0.6,2,2,5,5,1,0,16,4
CCOCCCNC(=O)c1cc(Sc2ccc(C)cc2)nc2ccccc12,-5,-1.2,1,1,0,6,0,4,-13,-4
CC(NC(=O)c1ccc2nc[nH]c2c1)c1ccccc1 (stereo unspecified),-2,0.4,2,6,10,1,-5,-6,-3,1
Cc1ccc(-c2c(C(=O)NNC(=S)NCC3CCCO3)csc2C)cc1 (stereo unspecified),2,-2.2,-3,-10,0,-2,-6,4,-2,-1
COc1cc(S(=O)(=O)Nc2cccc(C)c2)ccc1NC(=O)c1ccncc1,5,1.3,-19,-10,-1,-24,9,-7,11,-1
CC(CN1CCCCCC1)C(=O)NN (stereo unspecified),-4,-1.8,1,2,3,3,-3,2,-4,1
O=C(NCc1ccccn1)c1c(-c2ccccc2)sc2ccccc12,2,-0.2,-9,-4,-7,-7,-14,-12,6,0
CCOC(=O)C1CCCN(C(=O)Nc2c(-c3ccccc3)noc2C)C1 (stereo unspecified),-6,0.1,3,1,-2,-2,4,-2,3,-3
Cc1cccc(C2=NN(c3ccc(Br)cc3)[C@@H](C(=O)N3CCOC3=O)[C@@H]2c2ccc(F)cc2)c1,26,-1.5,2,-6,-7,3,16,-7,15,0
O=C(CSc1ncccn1)Nc1ncc(C(F)(F)F)cc1Cl,1,-0.3,1,4,1,4,-6,-4,-1,-2
CC1(C)Oc2cc3oc(=O)ccc3cc2C[C@@H]1O,9,-0.9,1,-1,0,0,-2,4,5,1
Cc1cc(-n2nc(C)cc2C)nc(NS(=O)(=O)c2ccccc2Cl)n1,19,0.5,5,1,0,2,4,-6,-22,3
COC(=O)[C@]12C[C@H](CC(=O)N3CCC(c4ccccc4)CC3)C(=O)N(CCC3=CCCCC3)C1=C[C@H](C(C)C)O[C@@H]2C1CC1,7,·,-2,·,3,-4,·,-2,·,-5
CCOC(=O)c1c(N)sc2c1CCC(C)C2 (stereo unspecified),4,-3.4,-2,3,-1,3,7,8,4,1
O=c1[nH]ccc2c([N+](=O)[O-])cccc12,-1,-0.2,7,-1,2,-1,5,7,6,-3
CCCN1CCN(CCNC(=O)Nc2cc(C)ccc2C)CC1,-3,-0.9,-2,1,-2,0,-10,1,-7,2
COc1ccc(NC(=O)C(NC(C)=O)C(=O)NCc2ccc(F)cc2)cc1 (stereo unspecified),3,0.6,2,2,0,-1,9,-11,-5,-1
Nn1c(SCC(=O)NC2CCCc3ccccc32)nnc1C1CC1 (stereo unspecified),8,3.3,6,1,-2,4,6,4,-4,0
O=[N+]([O-])c1ccc(Br)c(CN2CCN(c3ncc(Cc4ccccc4)cn3)CC2)c1,2,-0.8,-5,·,7,-6,5,-5,10,-4
O=[N+]([O-])c1ccccc1N=Nc1ccc(O)cc1O,16,-3.6,3,·,32*,-1,-1,32*,9,-4
COC(=O)c1ccc(C2N=C(c3cccs3)CC(c3ccccc3O)N2)cc1 (stereo unspecified),26,-2.0,-6,-15,1,-1,2,36*,-7,-5
CC(=O)Nc1ccc(C(=O)N/N=C/c2ccccc2OC(=O)c2ccc(Cl)cc2)cc1,11,-2.0,6,-21,4,2,-2,-52,8,0
COc1cc(NC(=O)CSCC(=O)N(C)C2CCCCC2)cc(OC)c1,1,-0.5,-7,9,6,-6,0,-8,6,-4
CCn1c(CNC(=O)c2ccco2)nnc1SCC(=O)Nc1ccc(Br)cc1F,4,-1.1,-5,1,1,-3,7,1,5,0
COc1ccc(S(=O)(=O)N2CCOCC2)cc1NC(=O)COc1ncnc2ccccc12,2,-1.8,2,4,2,0,-16,2,4,-1
O=C(c1cccs1)N1C[C@H](n2cc(-c3ccc(F)cc3)nn2)[C@@H](O)C[C@@H]1c1ccc(Cl)cc1,5,0.8,-2,-51,2,-5,12,-17,-3,-1
CSCC(C)N1CCC(CCC(=O)NC2CC2)CC1 (stereo unspecified),1,-0.3,4,4,-7,2,17,-3,0,-1
Cc1nn(C)cc1-c1cc(C(=O)O)c2ccccc2n1,1,-1.8,-2,3,0,-3,-3,5,-7,0
Cc1nc2sc3c(c2c(=O)o1)CC(C)(C)OC3,3,-1.6,-5,6,2,0,-7,3,-6,0
Cc1cc(Cl)ccc1OCC(=O)NCCC(=O)O,-4,-1.3,3,-11,-3,0,13,6,6,1
Cc1ccc([N+](=O)[O-])cc1NC(=O)c1ccc2c(c1)OCO2,-2,-1.6,4,2,4,5,5,3,8,0
CC(C)(C)NC(=O)C1c2ccccc2OCC(=O)N1C1CC1 (stereo unspecified),1,-0.2,1,·,-5,1,15,-6,3,3

# Fetched by structure from above (two):
SMILES,rCAG binder,PG9 Ab binder,GC-B act,HTRA1 inhibitor,Rev-erbA mod,NPR1 activator,ARFGAP1 inh,ABHD4 inh,ASAP1 inh,SMARCA2 activ
O=C(c1cccs1)N1C[C@H](n2cc(-c3ccc(F)cc3)nn2)[C@@H](O)C[C@@H]1c1ccc(Cl)cc1,5,0.8,-2,-51,2,-5,12,-17,-3,-1
CSCC(C)N1CCC(CCC(=O)NC2CC2)CC1 (stereo unspecified),1,-0.3,4,4,-7,2,17,-3,0,-1

# (next part)
SMILES,rCAG binder,PG9 Ab binder,GC-B act,HTRA1 inhibitor,Rev-erbA mod,NPR1 activator,ARFGAP1 inh,ABHD4 inh,ASAP1 inh,SMARCA2 activ
CCN(CC)S(=O)(=O)c1ccc(N2CC(C(=O)NCc3ccco3)CC2=O)cc1 (stereo unspecified),3,0.2,4,-2,-2,1,-11,2,-7,-1
COc1ccc(-c2[nH]nc3c2C(c2ccsc2)C(C#N)=C(N)O3)cc1 (stereo unspecified),10,-4.5,-20,3,3,-22,4,0,12,1
O=C(CN1CCN(Cc2ccc3c(c2)OCO3)CC1)c1c[nH]c2ccccc12,-1,-4.8,1,-1,5,-1,0,1,5,-1
CC(C)CCN(C)C1CCN(S(=O)(=O)c2ccc(F)cc2)CC1,-3,-0.3,5,3,-2,2,9,-5,-9,-5

# Entries of single compounds, quoted from the list.
# Profile of CCN(CC)S(=O)(=O)c1ccc(N2CC(C(=O)NCc3ccco3)CC2=O)cc1 (stereo unspecified) : rCAG binder: 3; PG9 Ab binder: 0.2; GC-B act: 4; HTRA1 inhibitor: -2; Rev-erbA mod: -2; NPR1 activator: 1; ARFGAP1 inh: -11; ABHD4 inh: 2; ASAP1 inh: -7; SMARCA2 activ: -1
# Profile of CC(C)CCN(C)C1CCN(S(=O)(=O)c2ccc(F)cc2)CC1 : rCAG binder: -3; PG9 Ab binder: -0.3; GC-B act: 5; HTRA1 inhibitor: 3; Rev-erbA mod: -2; NPR1 activator: 2; ARFGAP1 inh: 9; ABHD4 inh: -5; ASAP1 inh: -9; SMARCA2 activ: -5
